Assay outcomes from PubChem BioAssay.
KOR beta-arrestin-1 – kappa opioid receptor activators – cell-based, luminescence, uHTS, primary screen (AID 1777); 280,000 tested, 0.02% active; KOR beta-arrestin recruitment, luminescence; higher % means a stronger effect; activation, % at 10 µM; hits with a dose series show EC50 in µM; in the data active = activation above about 50%, passing the limit was not always enough; also: a part of the inactive calls stands beside numbers as strong as those of hits
Myeloid diff MLP – myeloid differentiation induction; ER-HoxA9 myeloid progenitors, lysozyme-GFP differentiation, flow cytometry; calls only at 10 µM; 360,000 tested, 1% active; AID 624256;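 active = normalized GFP-positive differentiation at or above the plate's own cutoff, the solvent-only control mean plus 3 SD; inconclusive = no clear call, values can overlap the other calls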;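 also: cells exposed to compound for four days before flow analysis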
KOR beta-arrestin-2 – KOR antagonists, beta-arrestin recruitment, cell-based, luminescence, uHTS (AID 1778) | one-dose inhibition, % at 10 µM; IC50 in µM for titrated hits | 290,000 tested, 0.091% active | KOR beta-arrestin recruitment, luminescence, antagonist mode; higher % means a stronger effect; also: strong numbers were not always called active
NOD1 inhibition – NOD1 signaling inhibitors, primary screen, cell-based, luminescence, uHTS (AID 1578). NOD1-driven NF-kB luciferase reporter cells, luminescence; higher % means a stronger effect. inhibition, % at 4 µM, or EC50 in µM where a hit was titrated. 290,000 tested, 1% active; in the data active = inhibition mostly above about 36%, no sharp cut-off; inactive = mostly below about 34%;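 also: HEK-293T reporter cells stimulated with the NOD1 agonist gamma-tri-DAP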
T cell modulator – modulates CD8 T cell binding to vesicles; 2C CD8+ T cell-vesicle binding, flow cytometry; hits give low values; calls only at 7 µM; 330,000 tested, 0.068% active; AID 2052;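 active = response, share of CD8 T cells binding vesicles, and their 90th percentile fluorescence all below set limits, cut at about 80% in these data, passing the limit was not always enough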
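Read-out – percent CD8+ FL2 mean versus row control · System – murine 2C transgenic CD8+ T lymphocytes · Times – 1.5 h cell–vesicle binding at 37 °C, then 20 min icy labelling · Control set – naked vesicles low, QL9 vesicles with vehicle high · Detection – cytometric PE anti-B7-1 and Alexa647 anti-CD8 signals after 1% paraformaldehyde fixation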
GPR55 activation – selective activators of receptor GPR55 – imaging, U2OS cells, beta-arrestin-GFP redistribution, primary screen (AID 1961); U2OS GPR55 beta-arrestin-GFP redistribution imaging; higher % means a stronger effect; activation, % at 10 µM; hits with a dose series show EC50 in µM; 290,000 tested, 0.048% active;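 active = activation above 40% with more than 50 cells counted in the well; inconclusive = wells holding fewer than 50 cells, flagged as toxic or sparse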;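 also: U2OS osteosarcoma cells stably expressing GPR55 and beta-arrestin-GFP; plate controls were DMSO negative control for no effect and LPI positive control for full effect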
GPR55 antagonists – inhibition of LPI-stimulated GPR55 beta-arrestin translocation – imaging, U2OS, beta-arrestin-GFP, LPI agonist, primary screen (AID 2013) | 290,000 tested, 0.13% active | inhibition, % at 10 µM; hits with a dose series show IC50 in µM | U2OS GPR55 beta-arrestin-GFP translocation imaging, LPI antagonism; higher % means a stronger effect;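 active = spots per cell inhibited over 60%, with over 100 cells counted and total cytoplasm intensity under 500,000; inconclusive = wells with under 100 cells, flagged as likely toxic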;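 also: U2OS cells stably carrying GPR55 and arrestin-GFP stimulated by 5 µM LPI near EC80; imaged beta-arrestin-GFP aggregate spots per cell after agonist stimulation; plate controls were LPI-stimulated DMSO wells for no effect and DMSO wells without LPI for full effect; some results filed as inactive read as strong as hits; confirmed hits need IC50 under 10 µM and bright autofluorescent wells are also inconclusive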
NTR1 agonist – agonists of NTR1, primary screen, imaging, U2OS cells, beta-arrestin-GFP, high content (AID 493036); P30989; NTR1-U2OS beta-arrestin-GFP spot imaging, agonist mode; activation, % at 20 µM; 330,000 tested, 0.17% active;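 active = activation at or above 40% of the spot to cytoplasm intensity ratio, with at least 20 cells analyzed; inconclusive = wells under 20 cells, flagged as cytotoxic or low count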;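 also: 0% = DMSO without peptide and 100% = 100 nM NTR1 peptide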
Target sequence (P30989 whole entry, looked up): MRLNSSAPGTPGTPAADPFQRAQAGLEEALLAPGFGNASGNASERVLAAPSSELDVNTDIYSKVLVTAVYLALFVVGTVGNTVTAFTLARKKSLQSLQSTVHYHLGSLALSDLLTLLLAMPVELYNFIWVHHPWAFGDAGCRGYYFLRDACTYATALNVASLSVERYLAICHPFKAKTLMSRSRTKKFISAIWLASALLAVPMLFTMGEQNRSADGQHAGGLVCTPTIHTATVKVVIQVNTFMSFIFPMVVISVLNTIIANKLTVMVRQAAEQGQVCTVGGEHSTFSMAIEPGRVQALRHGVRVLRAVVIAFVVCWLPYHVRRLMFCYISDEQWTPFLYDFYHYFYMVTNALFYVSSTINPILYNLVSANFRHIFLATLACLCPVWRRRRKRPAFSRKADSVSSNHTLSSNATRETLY
HEK293 NOD2/NF-kB – NOD2 signaling inhibitors, cell-based, luminescence, uHTS, HEK293 (AID 1566); 290,000 tested, 0.63% active; one-dose inhibition, % at 4 µM; EC50 in µM for titrated hits; HEK293 NOD2/NF-kB luciferase reporter, luminescence; higher % means a stronger effect; also: many of its hits are not listed in these tables
T cell modulator vesicle-bound % – further read-out of T cell modulator, marked with its call; double positive events, %; measured here: CD8+ vesicle-bound cell fraction;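 binding gate set so that unloaded-vesicle control wells show 10% double positive cells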
NTR1 agonist cell count 20 µM – also measured in NTR1 agonist; calls as there; cell count; measured here: cell count, cytotoxicity flag
Myeloid diff MLP GFP+ MAC1+ % – second read-out of Myeloid diff MLP, no call of its own (marks repeat the call); GFP+ MAC1+ double positive, %; measured here: differentiation confirmed by MAC1 staining
Numbers without * were called inactive; i = inactive; u = inconclusive; x = not tested or not shown; + = active, no number; [ ] = another dose, or the depositor's remark. Rule as the data show it, unless noted: active = inhibition above about 50%; inactive = the rest. This is a subset; count on the stated rates, not on these rows.

Order of values: KOR beta-arrestin-1	Myeloid diff MLP	Myeloid diff MLP GFP+ MAC1+ %	KOR beta-arrestin-2	NOD1 inhibition	T cell modulator	T cell modulator vesicle-bound %	GPR55 activation	GPR55 antagonists	NTR1 agonist	NTR1 agonist cell count 20 µM	HEK293 NOD2/NF-kB
#1 CC(C)c1cc(NC(=O)C(C)(C)C)cc(C(C)C)c1O
    6.6%	i	1.3	21%	-12%	i	59	-0.1%	-2%	-0.2	61	8%
#2 COc1ccc(S(=O)(=O)NCC(=O)N(CC(=O)NCC2CCCO2)c2cc(C)ccc2C)cc1 (configuration not stated)
    -1.8%	i	0.9	-12%	4%	i	17	0.0%	12%	-1.0	39	14%
#3 CCN(CC)CCN(Cc1cc2cc3c(cc2[nH]c1=O)OCO3)C(=S)NCCCN(C)C
    5.7%	i	0.6	-22%[20 µM]	38%	i	69	-0.3%	-7%	0.0	60	-1%
#4 CC(=O)c1ccccc1NC(=O)Cn1c(=O)cnc2ccccc21
    -2.2%	i	0.3	6%	-4%	i	49	0.4%	-2%	-0.3	71	2%
#5 CCOC(=O)c1c(O)c2c(n(Cc3ccco3)c1=O)CCCC2
    3.0%	i	1.6	-16%	13%	i	26	0.3%	-6%	0.8	23	28%
#6 CCCOc1cc(N(CC)CC)ccc1/C=C(/C#N)c1nc2ccc(C)cc2[nH]1
    0.7%	u	x	-8%	-6%	i	40	-0.2%	7%	-0.8	53	-6%
#7 CN(C)C(=N)c1n[nH]nc1SCc1ccccc1
    -5.2%	i	1.0	6%[20 µM]	5%	i	43	-0.1%	-11%	-0.1	64	6%
#8 CCOC(=O)N/N=C/c1ccc(N2CCOCC2)s1
    0.2%	i	0.3	-12%	-14%	i	43	-0.2%	-5%	1.6	51	9%
#9 COC(=O)C(C)Oc1ccc(=O)[nH]n1 (configuration not stated)
    -4.9%	i	1.4	-2%	-34%	i	37	0.7%	5%	-1.1	36	-6%
#10 Cc1ccc(C)c(S(=O)(=O)Nc2ccccc2C(=O)Nc2ccccc2N2CCOCC2)c1
    -2.6%	i	0.6	-28%	21%	i	8	0.0%	4%	3.1	59	-23%
#11 CCCCCCCCC1=NCCc2c1[nH]c1ccccc21
    -4.1%	i	2.9	19%	-8%	i	27	-0.1%	19%	14	81	-2%
#12 COc1ccc(N2C(=O)CC(Sc3nc(C)c4c(n3)CCCC4)C2=O)cc1 (configuration not stated)
    3.8%	i	1.3	-62%	-4%	i	61	-0.3%	-2%	0.4	38	10%
#13 Cc1ccc(Nc2nnc(SC3CCOC3=O)s2)c(C)c1 (configuration not stated)
    -0.8%	i	1.0	19%	-9%	i	49	-0.3%	-10%	14	61	6%
#14 Cc1cc(C(F)(F)F)nn1CCCNC(=O)c1cnccn1
    -2.5%	i	0.9	40%	-7%	i	41	-0.1%	4%	-1.1	54	7%
#15 COc1ccc(CNCC(=O)Nc2cc(C)nn2-c2nc(C)cc(C)n2)cc1OC
    -3.8%	x	x	21%	-6%	i	52	-0.1%	-5%	0.1	54	15%
#16 Cc1ccc(-n2nc(C(=O)O)c(C)c(C#N)c2=O)cc1Cl
    -1.6%	i	0.7	-28%	-30%	i	59	0.3%	0%	-1.4	55	0%
#17 COc1ccccc1Cc1nc(-c2ccncc2)no1
    8.9%	i	0.5	-26%	-22%	i	6	-0.2%	-11%	2.2	35	-7%
#18 CCc1nnc(NC(=O)CSc2nnc(C)c(=O)n2N)s1
    -4.1%	i	0.8	20%	-28%	i	6	0.2%	7%	-1.0	62	2%
#19 CSC1=NCCN1C(=O)c1c(F)cccc1Cl
    1.3%	i	1.8	-3%	-5%	i	15	-0.1%	-4%	-4.0	90	11%
#20 O=C(Cc1ccc(F)cc1)N/N=C/c1ccc2c(c1)OCO2
    -0.2%	i	0.2	2%[20 µM]	-35%	i	62	-0.1%	-2%	-1.8	108	-71%
#21 C[C@]12C[C@H](O)[C@@H]3c4ccc(O)cc4CCC3[C@@H]1CCC2=O (some centres not stated)
    1.4%	i	0.5	-13%	-1%	i	23	0.4%	5%	0.3	64	20%
#22 Cn1c(CNc2ccc(Cl)cc2)nnc1SCC#N
    x	i	0.4	-12%[20 µM]	-22%	i	57	0.3%	2%	1.1	88	7%
#23 CC(NS(=O)(=O)c1ccc2c(c1)CC(C)N2C(=O)C1CC1)c1ccccc1 (configuration not stated)
    1.1%	i	5.8	-45%	-16%	i	17	-0.1%	-8%	-0.8	54	8%
#24 CCCC(=O)OCC(=O)Nc1ccc2[nH]c(=O)[nH]c2c1
    -1.2%	i	0.0	-51%[20 µM]	-6%	i	31	0.2%	-7%	0.7	50	8%
#25 CCc1ccc(C(CC(=O)O)N2Cc3ccccc3C2=O)cc1 (configuration not stated)
    -4.5%	i	0.6	36%	-21%	i	53	-0.2%	2%	-0.8	100	13%
#26 COc1ccc(S(=O)(=O)N(CC(=O)NC2CC2)c2ccc(C)cc2)cc1
    -0.5%	i	0.1	-23%	-15%	i	22	-0.3%	4%	0.5	38	16%
#27 CCCCSC(=O)Nc1ccccc1
    -5.8%	i	0.4	-4%	-2%	i	47	-0.3%	0%	-3.9	67	4%
#28 C/C(Cn1nc([N+](=O)[O-])cc1C)=N\NC(=O)c1ccc(C(C)(C)C)cc1
    -1.2%	i	2.1	-12%	8%	i	24	-0.1%	-1%	-0.3	83	19%
#29 O=C(NCc1ccccc1)c1cccc(COc2cccc(Cl)c2)c1
    3.2%	i	1.0	-12%	-58%	i	34	-0.1%	13%	-2.4	103	-6%
#30 COc1ccc(/C=C2/SC(=S)N(CC(=O)O)C2=O)cc1OCc1ccc(Cl)cc1
    2.2%	i	1.0	-12%[20 µM]	-68%	i	49	-0.2%	1%	1.3	63	-34%

Single records, from the list above:
CC(C)c1cc(NC(=O)C(C)(C)C)cc(C(C)C)c1O in the list: KOR beta-arrestin-1 = 6.6%; Myeloid diff MLP = i; Myeloid diff MLP GFP+ MAC1+ % = 1.3; KOR beta-arrestin-2 = 21%; NOD1 inhibition = -12%; T cell modulator = i; T cell modulator vesicle-bound % = 59; GPR55 activation = -0.1%; GPR55 antagonists = -2%; NTR1 agonist = -0.2; NTR1 agonist cell count 20 µM = 61; HEK293 NOD2/NF-kB = 8%
COc1ccccc1Cc1nc(-c2ccncc2)no1 in the list: KOR beta-arrestin-1 = 8.9%; Myeloid diff MLP = i; Myeloid diff MLP GFP+ MAC1+ % = 0.5; KOR beta-arrestin-2 = -26%; NOD1 inhibition = -22%; T cell modulator = i; T cell modulator vesicle-bound % = 6; GPR55 activation = -0.2%; GPR55 antagonists = -11%; NTR1 agonist = 2.2; NTR1 agonist cell count 20 µM = 35; HEK293 NOD2/NF-kB = -7%

Following part.
Order of values: KOR beta-arrestin-1	Myeloid diff MLP	Myeloid diff MLP GFP+ MAC1+ %	KOR beta-arrestin-2	NOD1 inhibition	T cell modulator	T cell modulator vesicle-bound %	GPR55 activation	GPR55 antagonists	NTR1 agonist	NTR1 agonist cell count 20 µM	HEK293 NOD2/NF-kB
#31 O=C(Cn1c(=S)[nH]c2ccccc2c1=O)N1CCN(c2ccc(F)cc2)CC1
    -3.9%	i	0.7	-5%	-9%	i	20	0.3%	13%	-0.3	52	8%
#32 Cc1nc([N+](=O)[O-])cn1CC(O)c1ccc(F)cc1 (configuration not stated)
    -1.0%	i	0.7	29%	0%	i	47	0.3%	9%	-0.3	65	24%
#33 CCOC(=O)CNC(=O)N1CCCC(C(=O)c2ccc3c(c2)OCO3)C1 (configuration not stated)
    x	+	4.6*	-3%[20 µM]	-28%	i	61	0.2%	15%	1.8	85	4%
#34 CCCCCC(=O)NC(=S)Nc1ccc(N2CCCCC2)c(Cl)c1
    -4.8%	i	2.8	35%	6%	i	16	-0.1%	15%	1.7	76	16%
#35 CCCCNC(=O)CCC(=O)Nc1ccc2nc(N3CCC(C)CC3)cc(C)c2c1
    0.6%	i	3.9	-7%	6%	i	27	0.0%	-4%	2.2	58	-12%
#36 CC/C(C)=N/Nc1nc2c(c(=O)[nH]c(=O)n2C)n1Cc1ccccc1
    -5.0%	i	0.4	-21%	-4%	i	35	0.0%	8%	-2.1	38	3%
#37 COc1ccc(C(=O)NNC(=O)CSc2nnc(COc3ccccc3)n2C)cc1
    -3.0%	i	1.1	6%	-17%	i	54	0.0%	10%	-1.0	80	6%
#38 Cc1cccc(OCC(=O)Nc2ccc3c(c2)nc(CCN2CCN(c4ccccn4)CC2)n3C)c1
    9.1%	u	x	2%	4%	i	15	-0.1%	16%	5.1	58	46%
#39 CCCN(Cc1cc2cc(C)ccc2[nH]c1=O)C(=O)c1ccccn1
    9.9%	i	0.4	31%	1%	i	25	-0.3%	-4%	2.2	51	8%
#40 COc1ccc(NCc2ccc3c(c2)OCO3)cc1Cl
    -4.0%	i	6.1	23%	-5%	i	12	-0.3%	8%	0.0	48	-29%
#41 Cc1ccccc1C(=O)NC(=S)NCCN1CCOCC1
    2.8%	i	0.6	-30%	-15%	i	36	-0.1%	10%	-1.0	34	6%
#42 O=C(CSc1ncc(C(F)(F)F)cc1Cl)NCC1CCCO1 (configuration not stated)
    -0.7%	i	0.6	9%	4%	i	33	-0.1%	1%	-0.3	58	20%
#43 N#Cc1cnc2c(-c3ccccc3)c(-c3ccccc3)nn2c1N
    -2.7%	i	0.8	-34%[20 µM]	0%	i	28	-0.1%	3%	12	45	6%
#44 CC(=O)/C=C(\C)Nc1c(C)n(C)n(-c2ccccc2)c1=O
    -6.7%	i	0.3	12%	-31%	i	45	0.0%	3%	-0.3	39	-2%
#45 O=C(NCCc1ccccn1)c1cc(-c2ccc(Cl)cc2)nc2ccccc12
    -2.2%	i	0.2	2%	-17%	i	46	0.2%	-1%	3.2	43	0%
#46 Cc1nnc(Nc2ccc(Cl)c(C(F)(F)F)c2)[nH]c1=O
    -0.9%	i	0.3	8%	0%	i	51	-0.2%	9%	0.2	54	19%
#47 CNC(=O)Nc1cc(NC(=O)NC)cc(C(F)(F)F)c1
    3.4%	i	0.9	-1%	-15%	i	31	0.3%	11%	-0.3	40	-24%
